Source: PubChem BioAssay
H37Rv inhibition – M. tuberculosis growth inhibition, HTS (AID 449762). M. tuberculosis H37Rv growth inhibition, 7H9 media; higher % means a stronger effect. one-dose inhibition, % at 25 µM; IC50 in µM for titrated hits. 330,000 tested, 0.59% active; in the data active = a potency from the dose series; inconclusive = inhibition above about 70% without an active follow-up result;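 also: bacterial growth assessed after seven days of incubation; strong numbers were not always called active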
Salmonella PhoP GFP – Inhibition of PhoP regulon, Salmonella typhi GFP reporter cells, confirmation, 4 h (AID 1850) | Salmonella Typhi PhoP-promoter GFP reporter, fluorescence, 4 h; higher % means a stronger effect | one-dose inhibition, % at 50 µM; IC50 in µM for titrated hits | 310,000 tested, 0.33% active; in the data active = a potency from the dose series; inconclusive = inhibition mostly from about 25% at the one dose, without a potency; inactive = the rest, 99 in 100 with inhibition below about 19%;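 also: 0% = induced wells with vehicle and 100% = uninduced wells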
tuberculosis growth – growth inhibition of non-replicating M. tuberculosis (AID 488890). Mycobacterium tuberculosis non-replicating, growth inhibition; higher % means a stronger effect. inhibition, % at 25 µM; hits with a dose series show IC50 in µM. 320,000 tested, 0.39% active; in the data active = a potency from the dose series; inconclusive = inhibition mostly from about 82% at the one dose, without a potency; inactive = the rest, 99 in 100 with inhibition below about 76%;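 also: plate controls were DMSO cells for no effect and high antibiotic wells for full effect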
influenza NS1A – NS1A inhibition, H1N1 influenza, cell based functional assay (AID 504329) | 340,000 tested, 0.3% active | inhibition, % at 12.5 µM; hits with a dose series show IC50 in µM | NS1A functional cell-based assay, percent inhibition; higher % means a stronger effect; in the data active = a potency from the dose series; inconclusive = inhibition above about 27% without an active follow-up result; also: strong numbers were not always called active
inhibitors of VEEV – inhibitors of VEEV TC-83 cytopathic effect, confirmation, Vero cells (AID 588727); Vero cells, VEEV TC-83 cytopathic effect inhibition; higher % means a stronger effect; inhibition, % at 20 µM, or IC50 in µM where a hit was titrated; 350,000 tested, 0.13% active; in the data active = a potency from the dose series; inconclusive = inhibition mostly from about 14% at the one dose, without a potency; inactive = the rest, 99 in 100 with inhibition below about 12%; also: strong numbers were not always called active
inhibitors of VEEV 10K pilot screen – also measured in inhibitors of VEEV; calls as there; inhibition, %; measured here: 10K pilot screen inhibition
* = called active by the depositor; i = inactive; u = inconclusive; x = not tested or not shown.

SMILES	H37Rv inhibition	Salmonella PhoP GFP	tuberculosis growth	influenza NS1A	inhibitors of VEEV	others
COc1ccc(OC)c(CNS(=O)(=O)c2c(C)nc3scc(C)n3c2=O)c1	3.9%	3.0%	9.1%	-1.2%	1.5%
CC(C)C[C@H]1C(=O)N2CCC[C@H]2[C@]2(O)O[C@](NC(=O)[C@@H]3C=C4c5cccc6[nH]c(Br)c(c56)CC4N(C)C3)(C(C)C)C(=O)N12 (stereo partly specified)	u	1.1%	58.4%	-1.1%	5.4%
COc1cccc(CN2CC(C(=O)NCC3CCOCC3)CCC2=O)c1 (stereo unspecified)	-2.0%	-4.0%	3.5%	14.2%	1.6%
COc1ccc(OC)c(C2N(c3ccccn3)C(=O)C3CCCN32)c1 (stereo unspecified)	-10.3%	-5.4%	-10.4%	-2.9%	2.3%
CCCNS(=O)(=O)c1cc2c3c(c1)CCN3C(=O)CC2	0.1%	6.7%	1.1%	2.0%	i
COc1cc(NC2c3ccccc3C(=O)N2c2cc(C)ccn2)cc(OC)c1OC (stereo unspecified)	-0.6%	3.3%	18.9%	2.5%	i	inhibitors of VEEV 10K pilot screen=0.2
CCC/C=C(\CCC)C(NS(=O)(=O)c1ccc(C(F)(F)F)cc1)c1ccccc1 (stereo unspecified)	9.9%	-4.9%	3.8%	x	x
Oc1ccccc1CNCCCN1CCOCC1	-2.5%	4.3%	-13.1%	-5.9%	0.2%
CCCn1c(N2CCOCC2)nc2c1c(=O)[nH]c(=O)n2C	-4.2%	-5.2%	0.9%	-6.4%	0.8%
O=C(Cc1cccs1)Nc1cccc(C(=O)Nc2ccco2)c1	-3.9%	-0.8%	8.5%	-2.2%	i
O=C(Nc1ccc(C(=O)NCc2ccccc2Cl)cc1)C1=CSCCO1	14.3%	-30.7%	-9.6%	-6.0%	i
CN(C)S(=O)(=O)c1ccc(NC(=O)N2CCN(c3ccccc3Cl)CC2)cc1	-6.2%	-3.9%	2.9%	7.0%	i

3 records drawn at random from the list so far:
SMILES	H37Rv inhibition	Salmonella PhoP GFP	tuberculosis growth	influenza NS1A	inhibitors of VEEV	others
O=C(Nc1ccc(C(=O)NCc2ccccc2Cl)cc1)C1=CSCCO1	14.3%	-30.7%	-9.6%	-6.0%	i
CN(C)S(=O)(=O)c1ccc(NC(=O)N2CCN(c3ccccc3Cl)CC2)cc1	-6.2%	-3.9%	2.9%	7.0%	i
Oc1ccccc1CNCCCN1CCOCC1	-2.5%	4.3%	-13.1%	-5.9%	0.2%

(next part)
SMILES	H37Rv inhibition	Salmonella PhoP GFP	tuberculosis growth	influenza NS1A	inhibitors of VEEV	others
FC(F)(F)c1cc(-c2cccs2)nc(N2CCOCC2)n1	1.0%	-10.5%	2.5%	-3.2%	0.1%
CCc1c(C)sc(NC(=O)/C=C/C(=O)O)c1C(N)=O	-5.1%	-0.4%	13.7%	2.6%	0.8%
O=C(CSc1oc(-c2ccc(F)cc2)nc1S(=O)(=O)c1ccc(F)cc1)NCC1CCCO1 (stereo unspecified)	-0.5%	0.7%	-12.5%	-3.5%	0.7%	inhibitors of VEEV 10K pilot screen=0.9
CSCC(=O)Nc1cc(C)on1	7.8%	5.8%	3.2%	8.4%	i
CCCn1cnc2c(Sc3c([N+](=O)[O-])ncn3C)nc(N)nc21	x	x	x	-15.1%	0.9%
O=C1CCN(Cc2ccco2)C(=S)N1	x	x	x	-2.6%	i
CCOC(=O)c1cnc(-n2cc(C)cn2)nc1Nc1ccccc1OCC	u	-1.2%	u	3.2%	2.6%
COc1cc(C(=O)N2CCN(S(=O)(=O)c3cccs3)CC2)cc(OC)c1C	11.1%	-24.9%	20.2%	-5.4%	6.5%
O=C1c2ccccc2C(=O)N1OCCOCCOCCON1C(=O)c2ccccc2C1=O	1.0%	3.1%	-13.5%	x	2.5%
CCOC(=O)N1[C@@H]2C=C(C)[C@@H]2[C@@H]2[C@@H](C)C(=O)N21	2.6%	0.1%	-19.6%	-8.8%	1.6%
Cc1occc1C(=O)Nc1nnc(-c2cccs2)s1	6.8%	0.0%	7.6%	8.8%	1.0%
O=C(O)c1cc([N+](=O)[O-])ccc1Oc1ccccc1	x	x	x	-3.5%	0.1%

Ordered by heavy-atom count (falling): 3 of the compounds above
SMILES	H37Rv inhibition	Salmonella PhoP GFP	tuberculosis growth	influenza NS1A	inhibitors of VEEV	others
O=C(O)c1cc([N+](=O)[O-])ccc1Oc1ccccc1	x	x	x	-3.5%	0.1%
CCOC(=O)N1[C@@H]2C=C(C)[C@@H]2[C@@H]2[C@@H](C)C(=O)N21	2.6%	0.1%	-19.6%	-8.8%	1.6%
O=C1CCN(Cc2ccco2)C(=S)N1	x	x	x	-2.6%	i

(more compounds)
SMILES	H37Rv inhibition	Salmonella PhoP GFP	tuberculosis growth	influenza NS1A	inhibitors of VEEV	others
COc1ccc(NC(=O)NCCc2cccc(Cl)c2)cc1OC	-3.3%	-2.4%	17.1%	2.7%	0.4%
CCN1CCN(c2cc(C)c3cc(NC(=S)NCCCN4CCc5ccccc5C4)ccc3n2)CC1	2.4%	14.8%	u	28.0%	1.1%
O=C(CSCc1ccc(F)cc1)NCc1ccc2c(c1)OCO2	-9.9%	12.0%	15.8%	2.2%	0.9%
O=P(NCc1ccccc1)(Oc1ccccc1)Oc1ccccc1	11.9%	-9.4%	61.2%	-12.7%	4.5%
NC(=O)C1CCN(C(=O)CCc2ccsc2)CC1	-6.8%	6.6%	0.7%	-0.1%	0.2%
O=C1CCN(S(=O)(=O)c2ccc(Cl)cc2)CC1	-5.1%	-8.1%	24.6%	-8.4%	0.8%
COc1ccc(NC2=CC(=O)CC(C)(C)C2)cc1	-1.7%	9.7%	-7.8%	-30.0%	i
Cc1onc(C(=O)N2CCN(Cc3ccccc3)CC2)c1[N+](=O)[O-]	3.1%	-7.8%	6.7%	-9.3%	0.5%
O=C1CN(c2ccccc2)C(=S)N1c1ccccc1	6.1%	-4.5%	32.0%	-21.1%	i
CCOC(=O)C(Cc1ccccc1)C(=O)Nc1ccc(N(CC)CC)cc1 (stereo unspecified)	5.6%	6.6%	11.4%	4.9%	3.5%
COc1ccc(N2CCN(C(=O)c3cc(=O)c4cc(C)c(C)cc4o3)CC2)cc1	0.3%	-12.2%	4.8%	-3.1%	0.8%
COc1ccc(/C=N\NC(=O)c2sc(N)nc2C)cc1OC	4.7%	4.8%	11.2%	6.0%	3.1%
NNC(=O)c1ccc(CSc2cccc3cccnc23)cc1	-6.2%	-2.1%	-7.2%	3.9%	1.6%
CC1=CC(c2ccc(Cl)cc2)n2nc(NS(=O)(=O)c3ccc(C)cc3)nc2N1 (stereo unspecified)	-6.8%	0.8%	u	-4.5%	0.8%
CCCOC(=O)Nc1sc2c(c1C(=O)OCC)CCC2	28.3%	-12.6%	1.4%	-0.4%	1.6%
CC(OC(=O)CCc1nc(=O)c2ccccc2n1C)C(=O)NCc1ccc2c(c1)OCO2 (stereo unspecified)	0.8%	4.6%	-3.2%	10.8%	1.0%
CCOC(=O)C1=C(C)NC(=S)NC1c1ccsc1 (stereo unspecified)	3.6%	0.5%	-13.1%	0.8%	1.4%
Clc1ccc(CSc2ncnc3nc[nH]c23)cc1	5.9%	-6.1%	64.3%	-12.8%	2.1%
Cc1ccc(S(=O)(=O)N2CCCCC2)cc1NC(=O)COC(=O)CNC(=O)c1cc(Cl)cc([N+](=O)[O-])c1	-1.8%	-3.5%	-14.9%	-5.2%	i
O=S(=O)(NC1CC1)c1ccc(S(=O)(=O)N2CCc3ccccc32)cc1	8.1%	2.9%	21.3%	-4.6%	i
CCOn1c(=O)c(-c2cccc([N+](=O)[O-])c2)[n+]([O-])c2ccccc21	0.6%	-1.8%	17.1%	3.1%	0.5%
COc1cccc(C(=O)c2c(-c3ccccc3)ncc3cc(OC)c(OC)cc23)c1	x	x	x	6.9%	6.9%
O=C(CSc1ccc(-c2ccccc2)nn1)Nc1ccc2c(c1)OCCO2	-11.3%	-3.6%	72.6%	3.5%	1.4%
CCCNc1nc(C)c(C(C)=O)cc1C#N	-3.7%	-1.6%	-1.2%	3.6%	0.2%

Compounds from the list above that contain a furan ring, fused or not:
SMILES	H37Rv inhibition	Salmonella PhoP GFP	tuberculosis growth	influenza NS1A	inhibitors of VEEV	others
O=C(Cc1cccs1)Nc1cccc(C(=O)Nc2ccco2)c1	-3.9%	-0.8%	8.5%	-2.2%	i
O=C1CCN(Cc2ccco2)C(=S)N1	x	x	x	-2.6%	i
Cc1occc1C(=O)Nc1nnc(-c2cccs2)s1	6.8%	0.0%	7.6%	8.8%	1.0%

More records
SMILES	H37Rv inhibition	Salmonella PhoP GFP	tuberculosis growth	influenza NS1A	inhibitors of VEEV	others
CC1(C)CC(=O)C2=C(C1)N=C1SCCC(=O)N1C2c1cccc([N+](=O)[O-])c1 (stereo unspecified)	-1.7%	-3.0%	-21.2%	-6.7%	i
N#Cc1cc2c(nc1Cl)CCC2	-0.7%	1.6%	-12.6%	-6.5%	i
Cc1ccc(OC(=O)CCc2c(C)nc3ncnn3c2C)cc1	-1.1%	6.6%	11.3%	-3.0%	5.0%
Cc1ccc(NS(=O)(=O)c2ccc(CCC(=O)NCc3cccnc3)cc2)cc1	7.0%	-6.1%	-2.8%	3.5%	i
O=C(CCCSc1nc2ccccc2[nH]1)NC(c1ccccc1)c1ccccc1	-3.5%	-2.6%	-2.7%	-0.7%	2.0%
c1ccc2c(c1)nc1n2CCS1	-2.7%	0.5%	10.9%	8.4%	i	inhibitors of VEEV 10K pilot screen=5.6
CC1CC(N(C(=O)c2ccccc2Cl)c2ccccc2)c2ccccc2N1 (stereo unspecified)	0.6%	0.0%	25.3%	5.9%	8.3%
O=C(Oc1ccc([N+](=O)[O-])cc1)N1CCC(N2CCCCC2)CC1	5.4%	-4.2%	15.2%	-4.7%	0.4%
CC(C)C1(C(C)C)OC(=O)c2ccccc21	0.6%	-1.9%	-13.3%	-7.9%	1.6%
Cc1cccc(NS(=O)(=O)Cc2ccccc2)c1C	-1.5%	-8.1%	16.5%	1.1%	i
COCCNC(=O)CC(NS(=O)(=O)c1ccc(C)cc1)c1ccco1 (stereo unspecified)	7.8%	21.4%	2.8%	0.6%	0.6%
CCC(C)(C)NC(=O)C(c1cccnc1)N(CCOC)C(=O)Cn1nnc2ccccc21 (stereo unspecified)	x	-9.3%	x	-7.8%	2.2%
CO[C@H]1[C@@H](OC)CC(OC2OC(CO)C(O)C(O)C2O)/C(=C\C#N)[C@@H]1O (stereo partly specified)	-1.4%	-8.8%	-6.8%	0.1%	3.4%
CCN1C(=O)N[C@@H](CCc2ccccc2)C(C(=O)OC)=C1C	2.0%	9.2%	11.2%	-6.7%	4.2%
C=C(C)Cn1c(=O)c2c(nc3n2CCCN3CCc2ccccc2)n(C)c1=O	4.5%	-11.6%	16.4%	9.6%	6.8%
O=S(=O)(c1ccc2c(c1)OCCO2)N1CCC(n2cnc3cc(F)ccc32)CC1	-4.7%	11.2%	19.5%	13.6%	4.8%
O=C(NC1CC1)c1cc2cc3ccccc3nc2s1	27.5%	-6.2%	64.4%	1.2%	2.9%
O=C(CNC(=O)Cc1ccccc1)N=Nc1c(O)n(Cc2ccc3c(c2)OCO3)c2ccccc12	x	x	x	9.2%	0.4%
O=C1CCN(Cc2ccccc2)S(=O)(=O)c2ccccc21	-5.4%	-20.1%	24.5%	-18.9%	1.0%
O=S(=O)(NC1CCCc2ccccc21)c1cnc[nH]1 (stereo unspecified)	2.4%	12.3%	15.6%	11.1%	0.7%
Cc1cc(C(=O)CN2C(=O)C(=O)N(Cc3ccccc3)C2=O)c(C)n1Cc1ccccc1	25.3%	x	3.2%	-2.0%	2.6%
COc1ccc(OC)c(NS(=O)(=O)c2ccc(NC(=O)C3COc4ccccc4O3)cc2)c1 (stereo unspecified)	7.0%	-10.2%	32.5%	8.6%	0.9%
C=CCn1c2ccccc2c2nnc(SCc3ccc4nonc4c3)nc21	-4.8%	-2.5%	-17.3%	-4.2%	1.4%
Cc1cc(C)cc(NS(=O)(=O)c2ccc(NC(=S)Nc3ccccc3)cc2)c1	-9.6%	-4.1%	28.0%	-5.7%	0.7%
CC12CCC(C(=O)N(CSC(=S)N/N=C\c3ccccc3Cl)C1=O)C2(C)C (stereo unspecified)	5.0%	-0.6%	4.5%	-1.3%	0.8%
O=[N+]([O-])c1cnc[nH]1	6.0%	15.5%	-0.1%	-5.2%	1.7%
O=C(Oc1ccc(C(=S)N2CCOCC2)cc1Cl)c1ccccc1F	0.0%	5.4%	38.9%	-7.3%	0.8%
CC1CCN(C2CC(=O)N(c3ccccc3)C2=O)CC1 (stereo unspecified)	3.5%	-1.5%	3.9%	-14.0%	0.3%
O=[N+]([O-])c1cc(Cl)cc(/C=N/n2cnnc2)c1O	-3.0%	-8.0%	-8.5%	-3.8%	i
